KOR beta-arrestin-1: kappa opioid receptor activators – cell-based, luminescence, uHTS, primary screen (AID 1777). activation, % at 10 µM; hits with a dose series show EC50 in µM. 280,000 tested, 0.02% active. KOR beta-arrestin recruitment, luminescence; higher % means a stronger effect; in the data active = activation above about 50%, passing the limit was not always enough; also: a part of the inactive calls stands beside numbers as strong as those of hits
NOD2 inhibition: NOD2 signaling inhibitors, cell-based, luminescence, uHTS, HEK293 (AID 1566) | HEK293 NOD2/NF-kB luciferase reporter, luminescence; higher % means a stronger effect | one-dose inhibition, % at 4 µM; EC50 in µM for titrated hits | 290,000 tested, 0.63% active; also: many of its hits are not listed in these tables
KOR beta-arrestin-2: KOR antagonists, beta-arrestin recruitment, cell-based, luminescence, uHTS (AID 1778). KOR beta-arrestin recruitment, luminescence, antagonist mode; higher % means a stronger effect. inhibition, % at 10 µM, or IC50 in µM where a hit was titrated. 290,000 tested, 0.091% active; also: strong numbers were not always called active
M17LAP inhibition: P. falciparum M17LAP inhibitors, primary screen, biochemical, fluorogenic H-Leu-NHMec substrate, 1536-well (AID 1619); recombinant M17LAP, H-Leu-NHMec fluorogenic kinetic assay; higher % means a stronger effect; one-dose inhibition, % at 30 µM; IC50 in µM for titrated hits; 220,000 tested, 0.38% active;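 active = compound inhibiting the enzyme by more than half at any dose during confirmatory dose-response retesting; inconclusive = strong single-dose inhibitors picked by rank but not retested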;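 also: plate controls were full reaction with DMSO carrier for no effect and no enzyme background for full effect; strong numbers were not always called active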
NOD1 NF-kB reporter: inhibition of NOD1-driven NF-kB reporter – cell-based, luminescence, uHTS, primary screen (AID 1578). NOD1-driven NF-kB luciferase reporter cells, luminescence; higher % means a stronger effect. inhibition, % at 4 µM; hits with a dose series show EC50 in µM. 290,000 tested, 1% active; in the data active = inhibition mostly above about 36%, no sharp cut-off; inactive = mostly below about 34%;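 also: HEK-293T reporter cells stimulated with the NOD1 agonist gamma-tri-DAP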
AID2073: disruptors of CaV2.2 binding to Mint1 – biochemical, HTRF (AID 2073) | HTRF protein-protein interaction, Mint1-CaV2.2; higher % means a stronger effect | one-dose inhibition, % at 20 µM; IC50 in µM for titrated hits | 290,000 tested, 0.19% active; in the data active = inhibition mostly above about 51%, no sharp cut-off; inconclusive = no clear call, values can overlap the other calls; inactive = mostly below about 53%; also: some results filed as inactive read as strong as hits
P. falciparum M1AAP: P. falciparum M1AAP inhibitors, biochemical, fluorogenic H-Leu-NHMec substrate, 1536-well (AID 1445); recombinant M1AAP, H-Leu-NHMec fluorogenic kinetic assay; higher % means a stronger effect; inhibition, % at 30 µM, or IC50 in µM where a hit was titrated; 220,000 tested, 0.42% active;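 active = primary inhibition above the hit cutoff, then over 50% inhibition at one or more dose response concentrations, cut at about 23% in these data, passing the limit was not always enough; inconclusive = conflicting primary data, or primary hits not chosen for dose response; inactive = low primary inhibition, or under 50% at every dose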;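 also: plate controls were DMSO full reaction for no effect and no enzyme background for full effect; strong numbers were not always called active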
GPR55 beta-arrestin: GPR55 agonists via beta-arrestin recruitment, primary screen, imaging, U2OS cells, beta-arrestin-GFP redistribution (AID 1961); U2OS GPR55 beta-arrestin-GFP redistribution imaging; higher % means a stronger effect; activation, % at 10 µM; hits with a dose series show EC50 in µM; 290,000 tested, 0.048% active;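 active = activation above 40% with more than 50 cells counted in the well; inconclusive = wells holding fewer than 50 cells, flagged as toxic or sparse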;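 also: U2OS osteosarcoma cells stably expressing GPR55 and beta-arrestin-GFP; plate controls were DMSO negative control for no effect and LPI positive control for full effect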
Dynein transport: blocks dynein driven cargo transport along microtubules | 3617.4 mouse cells, GR-EGFP nuclear translocation imaging; test concentration mostly 20 µM; stimulated with dexamethasone, 1 µM; hits give low values | z-score, hits read low | 220,000 tested, 0.47% active;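 active = plate z-score of nuclear minus cytoplasmic receptor signal below a set negative limit, without overly bright fluorescence or cell loss, cut at about -3.5 in these data, passing the limit was not always enough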;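 also: z-score of nuclear minus cytoplasmic ring GR-EGFP intensity difference per well; some compounds called inactive have numbers as strong as hits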
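medium = tetracycline-free induction medium containing charcoal-stripped FBS | also added = 1.0 µM final dexamethasone stimulus | schedule = 48 h induction, 1 h compound, 30 min dex at 37 °C | technique = fixed, Hoechst-stained cells imaged at 10x for EGFP | measure = GR-EGFP nuclear translocation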
Dynein transport cytoplasmic EGFP: recorded beside Dynein transport, whose call it bears; z-score; measured here: cytoplasmic GR-EGFP intensity; hits give high values
Dynein transport nuclear GR-EGFP: second read-out of Dynein transport, no call of its own (marks repeat the call); z-score; measured here: nuclear GR-EGFP intensity;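 lower value marks the stronger effect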
Dynein transport cell count: recorded beside Dynein transport, whose call it bears; z-score; measured here: cell count per field
* marks the source's active call; other numbers are inactive results; ? = inconclusive; · = no result given; [ ] = dose if it differs, or a comment. Rule as the data show it, unless noted: active = inhibition above about 50%; inactive = the rest.

SMILES | KOR beta-arrestin-1 | NOD2 inhibition | KOR beta-arrestin-2 | M17LAP inhibition | NOD1 NF-kB reporter | AID2073 | P. falciparum M1AAP | GPR55 beta-arrestin | Dynein transport | Dynein transport cytoplasmic EGFP | Dynein transport nuclear GR-EGFP | Dynein transport cell count
Cc1ccc(-c2[nH]nc3c2C(C)C(C#N)=C(N)O3)cc1 (stereo not drawn) | 3.8% | 9% | 16% | 16µM* | 0% | 1% | 0% | 0.0% | -0.8 | -0.24 | -0.22 | 1.2
Cc1nc(N2CCN(S(=O)(=O)c3cccc4nonc34)CC2)c2c3c(sc2n1)CCCC3 | 22% | 10% | 17% | 6% | -11% | 12% | 5% | -0.3% | 0.1 | -0.25 | 0.32 | 0.69
O=C(CN1CCN(S(=O)(=O)c2ccccc2)CC1)NC1CC1 | 12% | 1% | 4% | · | 1% | 8% | · | -0.1% | · | · | · | ·
COC(=O)C1=C(C(=O)OC)C2C(C)=CC(C)=CN2C(C(=O)OC)=C1C(=O)OC (stereo not drawn) | 2.7% | -2% | -7% | -5% | -17% | -13% | 5% | 1.2% | -0.34 | -0.32 | -0.39 | 0.5
CCc1ccc(C(=O)CSc2nc(N)cc(=O)[nH]2)cc1 | 0.9% | 17% | -3% | · | -28% | 3% | · | -0.1% | · | · | · | ·
CCC/C(C)=C/c1ccc(CC)cn1 | 1.6% | -10% | 13% | -6% | 13% | 2% | 3% | -0.1% | -0.37 | -0.23 | -0.34 | 0.87
O=C(CCC(=O)N1CCN(c2ccc(O)cc2)CC1)c1cccs1 | -3.7% | -10% | 28% | 2% | 0% | -81% | -2% | -0.1% | 1.5 | 0.091 | 0.6 | -0.65
CC1CCN(C(=O)c2ccc(N3C(=O)c4ccccc4C3=O)cc2)CC1 | -2.8% | 10% | -7% | · | -27% | -8% | · | -0.1% | · | · | · | ·
CCN(CCn1cccn1)C(=O)c1cc(COc2cc(C)ccc2C)on1 | 1.8% | -35% | -12% | · | -44% | 5% | · | -0.1% | · | · | · | ·
COCCNC(=O)c1cc2ncc(Br)cn2n1 | -1.3% | -6% | 21% | 2% | -9% | 2% | 11% | 0.3% | -0.16 | -0.15 | -0.18 | 0.58
CCOc1cc(C2Nc3ccccc3C(=O)N2c2ccccc2)c(Br)cc1OCC(=O)O (stereo not drawn) | 0.8% | -2% | -18% | -74% | -26% | 26% | 11% | 0.0% | -0.86 | -0.25 | -0.59 | 0.41
CCC1CCCCN1CCCNC(=O)C1CCCN(S(=O)(=O)N2CC(C)CC(C)C2)C1 (stereo not drawn) | -5.0% | -20% | -32% | · | 5% | 14% | · | -0.1% | · | · | · | ·
CCOC(=O)Cn1c(=O)n(CC(=O)OCC)c2ccccc21 | 0.7% | 4% | 18% | 8% | -9% | -8% | -2% | -0.1% | -0.48 | -0.23 | -0.16 | 0.14
Brc1ccc(-c2nc3ncccn3c2Nc2ccc3c(c2)OCCO3)o1 | 0.5% | -15% | -8% | -1% | -16% | 6% | 18% | 0.2% | -0.86 | -0.078 | -0.41 | 0.46
CCN(CC)C(=O)CSc1nnc(-c2ccccc2)o1 | -2.7% | -42% | -23% | 9% | -30% | -1% | 1% | 0.0% | -0.48 | -0.19 | -0.24 | -0.049
CN(CC(=O)Nc1ccccc1N1CCOCC1)S(=O)(=O)c1ccc(F)cc1 | -3.9% | 11% | 21% | 14% | -6% | -1% | 3% | 0.0% | 0.059 | -0.2 | 0.88 | -0.14
COc1ccc([N+](=O)[O-])cc1/C=N/Nc1nn[nH]n1 | -3.6% | 6% | 16% | 51% | -28% | -8% | 8% | 0.1% | -0.4 | -0.2 | -0.19 | 0.49
O=S(=O)(c1ccc(Cl)cc1)c1cnc2ccccc2n1 | -3.7% | 21% | 4% | 6% | 7% | -3% | 5% | 0.1% | -0.57 | -0.15 | -0.29 | 0.5
CCOC(=O)N1CCC(N2C(=O)c3ccccc3C2Nc2ccc(Cl)cn2)CC1 (stereo not drawn) | 1.5% | 20% | 12% | -7% | -2% | 5% | 6% | -0.1% | -0.47 | -0.22 | -0.23 | 0.066
CCN(CC)C(=O)CN(c1cc2c(cc1OC)oc1ccccc12)S(=O)(=O)c1ccc(C)cc1 | 6.3% | -18% | -36% | -8% | -1% | -4% | 2% | 0.3% | -0.38 | -0.18 | 0.16 | 1.1

Next part; the last 3 above are carried over.
SMILES | KOR beta-arrestin-1 | NOD2 inhibition | KOR beta-arrestin-2 | M17LAP inhibition | NOD1 NF-kB reporter | AID2073 | P. falciparum M1AAP | GPR55 beta-arrestin | Dynein transport | Dynein transport cytoplasmic EGFP | Dynein transport nuclear GR-EGFP | Dynein transport cell count
O=S(=O)(c1ccc(Cl)cc1)c1cnc2ccccc2n1 | -3.7% | 21% | 4% | 6% | 7% | -3% | 5% | 0.1% | -0.57 | -0.15 | -0.29 | 0.5
CCOC(=O)N1CCC(N2C(=O)c3ccccc3C2Nc2ccc(Cl)cn2)CC1 (stereo not drawn) | 1.5% | 20% | 12% | -7% | -2% | 5% | 6% | -0.1% | -0.47 | -0.22 | -0.23 | 0.066
CCN(CC)C(=O)CN(c1cc2c(cc1OC)oc1ccccc12)S(=O)(=O)c1ccc(C)cc1 | 6.3% | -18% | -36% | -8% | -1% | -4% | 2% | 0.3% | -0.38 | -0.18 | 0.16 | 1.1
COc1ccc(OC)c(Nc2cc(C)c3ccccc3n2)c1 | 0.6% | 5% | -41%[20 µM] | · | -22% | 19% | · | -0.3% | · | · | · | ·
COc1ccc(C(CC(=O)N2CCCCC2)NC(=O)C(F)(F)F)cc1 (stereo not drawn) | -1.2% | 22% | 12% | -4% | -6% | 34% | 7% | 0.1% | -0.11 | -0.25 | 0.23 | -0.079
COc1ccc(NC(=O)C2CCC(CNS(=O)(=O)c3cccs3)CC2)cc1 (stereo not drawn) | 2.8% | 1% | -20% | 12% | -9% | 21% | -2% | -0.2% | -0.58 | -0.29 | -0.4 | 0.94
Cc1cccc(N(CC(=O)N/N=C/c2ccccc2C(=O)O)S(C)(=O)=O)c1C | 0.6% | 11% | 14% | 0% | -2% | ? | 2% | -0.3% | -0.15 | -0.16 | 0.019 | 0.25
O=C(c1cc(F)ccc1F)C1CCCN(C(=O)c2ccco2)C1 (stereo not drawn) | -1.3% | 12% | 7% | 1% | -23% | 6% | 8% | 0.7% | -0.26 | -0.18 | -0.0078 | -0.27
Brc1ccc(/C=N/Nc2ccccc2)cc1 | 5.8% | -69% | -16% | -1% | -62% | 16% | 1% | 0.7% | -0.18 | -0.3 | -0.41 | 0.11
CC(Oc1ccc2c(-c3ccccc3)cc(=O)oc2c1)C(=O)NCC1CCC(C(=O)O)CC1 (stereo not drawn) | -1.5% | 5% | -16%[20 µM] | · | -19% | 8% | · | 0.2% | · | · | · | ·
N#Cc1nc(COc2ccccc2)oc1N1CCC(Cc2ccccc2)CC1 | -10% | 6% | 12% | 9% | 1% | 12% | 3% | 0.3% | -1.4 | -0.34 | -1 | 0.41
O=C1NCCCC1C(=O)N1CCCCC1 (stereo not drawn) | -3.7% | 9% | -2% | -9% | -4% | 7% | 6% | 0.1% | 2.2 | -0.16 | 1.8 | -1.6
N#C/C(=C/c1ccc(N2CCOCC2)o1)C(=O)Nc1ccccc1 | -11% | -74% | -2%[20 µM] | 12% | -61% | -5% | 15% | -0.1% | 1.3 | -0.047 | -0.099 | 0.55
CC(=O)c1ccc(OCC(=O)NC2CCCN(Cc3ccccc3F)C2)cc1 (stereo not drawn) | -1.9% | 6% | 10% | · | -23% | -3% | · | -0.2% | · | · | · | ·
CCN1CCN(CC(=O)Nc2cc(C(F)(F)F)ccc2OCCOC)CC1 | 2.5% | 22% | 0% | 4% | 3% | 1% | -1% | 0.0% | -0.57 | -0.66 | -0.6 | 0.28
O=C1C(Cl)=C(N2CCOCC2)C(=O)N1CCc1ccccc1 | -5.1% | -81% | 44% | 29% | · | 6% | 0% | -0.1% | -2 | -0.14 | -0.89 | 0.4
CC(=O)Nc1cc2c(=O)n(Cc3ccccc3)c(C)nc2cc1N1CCOCC1 | 4.2% | 10% | 10% | -4% | 14% | -2% | 5% | -0.3% | 0.35 | -0.18 | 0.34 | 0.045
COc1ccc2[nH]c(C(=O)N3CCNCC3)cc2c1OC | -1.6% | -2% | 13% | · | -6% | 6% | · | 0.5% | · | · | · | ·
CC(=O)c1sccc1NC(=O)c1ccccc1C(=O)O | -0.7% | 6% | 9% | 21% | 10% | ? | 9% | 0.0% | 0.68 | -0.17 | 0.33 | 0.057
CCCCCCNC(=O)c1c(O)c2ccccc2[nH]c1=O | 18% | 3% | 1% | -2% | -38% | 1% | -2% | -0.1% | -0.14 | -0.32 | -0.034 | 0.44
COc1ccc2oc(C(=O)OCC(=O)NCCN3C(=O)CSC3=O)c(C)c2c1 | -1.9% | -9% | -13% | -12% | -28% | 22% | 2% | -0.2% | 0.032 | -0.22 | 0.14 | -0.021
CC(=O)c1ccc(OCCCC(=O)Nc2cc(S(=O)(=O)N(C)C)ccc2C)cc1 | 2.6% | 19% | 8% | -2% | -6% | 0% | 8% | 0.6% | -1.1 | -0.25 | -0.34 | 1.3
Cc1cc(-c2ccccc2)c2c(=O)n(-c3ccccc3)[nH]c2n1 | -2.8% | 4% | 23%[20 µM] | · | -6% | -9% | · | -0.1% | · | · | · | ·
COc1ccccc1CNc1nc2nc(C)cc(=O)n2[nH]1 | -3.9% | 7% | -46% | 4% | -10% | 17% | 4% | -0.4% | -0.46 | -0.22 | 0.05 | 0.93
Cc1ccc(C(=O)N(C)c2ccc(OCC(=O)N3c4ccc(C)cc4C4CN(C)CCC43)cc2)cc1 (stereo not drawn) | · | -22% | · | -4% | -50% | 0% | 0% | 0.3% | -1.4 | -0.24 | -0.36 | 2.1
COc1ccc(C(C(=O)NCCC(C)C)N(CCCO)C(=O)c2snc(C(N)=O)c2N)cc1OC (stereo not drawn) | -3.1% | -1% | -32%[20 µM] | · | -24% | ? | · | 0.1% | · | · | · | ·
Cc1ccc(C)c(N(CC(=O)NCC2CCCO2)C(=O)CCC(=O)Nc2nccs2)c1 (stereo not drawn) | -4.0% | 0% | -2% | · | -13% | -7% | · | -0.2% | · | · | · | ·

Screening data as filed in PubChem BioAssay.

A portion of the library, so the mix of outcomes need not match the whole.
